PAFAH1B2 inh – PAFAH1B2 enzyme inhibitors, primary screen, biochemical, fluorescence polarization, human. Platelet-activating factor acetylhydrolase IB subunit alpha2 (Homo sapiens), P68402. recombinant PAFAH1B2, FP-rhodamine activity probe. inhibition, % at 3.39 µM. 340,000 compounds, 1.2% hits. AID 492953, 2010;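 active = inhibition above the mean of all tested compounds plus 3 SD, cut at about 24% in these data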;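 note: 0% = enzyme with DMSO and 100% = wells lacking PAFAH1B2; many of its hits are not listed in these tables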
PME-1 primary – PME-1 inhibitors via competitive probe labeling, primary screen, biochemical, fluorescence polarization, FP-Rh probe, HTS | Protein phosphatase methylesterase 1 (Homo sapiens), Q9Y570 | 320,000 compounds, 0.53% hits | recombinant PME-1 | AID 2130, 2009 | inhibition, % at 5.9 µM;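 active = inhibition above the campaign mean of all compounds plus 3 SD, cut at about 26% in these data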;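 note: competitive labeling of PME-1 active site by serine hydrolase directed probe; 0% = PME-1 with DMSO and 100% = wells lacking PME-1 enzyme; inhibitors block probe labeling so polarization falls and inhibition rises; many of its hits are not listed in these tables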
Fam108B inh – mouse Fam108B serine hydrolase inhibitors, primary screen, counter-screen for RBBP9 inhibitor project, biochemical, fluorescence polarization | 300,000 compounds, 0.33% hits | inhibition, % at 9.51 µM | recombinant Fam108B, FP-Rh probe fluorescence polarization;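 active = inhibition above the screen mean inhibition plus 3 SD, computed separately per campaign, cut at about 18% in these data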;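 note: inhibitors lower polarization as less probe binds the enzyme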
GSTO1 counter – inhibitors of recombinant GSTO1, primary screen, counter-screen for RBBP9 inhibitor project, biochemical, fluorescence polarization | Glutathione S-transferase omega-1 (Homo sapiens), P78417 | activity-based probe fluorescence polarization | inhibition, % at 5.96 µM | 300,000 compounds, 1.1% hits;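 active = inhibition above the campaign mean inhibition plus 3 SD, cut at about 35% in these data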;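 note: 0% = GSTO1-1 with DMSO and 100% = wells lacking GSTO1-1 enzyme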
Target sequence (P78417 whole entry, looked up): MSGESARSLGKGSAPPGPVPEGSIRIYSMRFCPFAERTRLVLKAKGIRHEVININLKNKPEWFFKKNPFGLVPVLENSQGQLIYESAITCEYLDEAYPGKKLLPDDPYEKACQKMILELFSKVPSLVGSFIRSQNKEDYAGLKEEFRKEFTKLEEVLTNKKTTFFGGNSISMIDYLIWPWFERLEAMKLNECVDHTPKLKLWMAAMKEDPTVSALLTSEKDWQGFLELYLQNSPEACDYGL
pPAFAH FP inh – pPAFAH enzyme inhibitors, primary screen, biochemical, fluorescence polarization, human | Platelet-activating factor acetylhydrolase (Homo sapiens), Q13093 | recombinant pPAFAH, FP-rhodamine probe fluorescence polarization | inhibition, % at 3.39 µM | 330,000 compounds, 1.5% hits | AID 463082, 2010;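 active = inhibition above the mean inhibition across the screen plus 3 SD, cut at about 25% in these data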;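 note: inhibitors block binding of the rhodamine activity-based probe so polarization drops; 0% = enzyme with DMSO and 100% = wells lacking pPAFAH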
PAFAH1B3 inh – PAFAH1B3 enzyme inhibitors, primary screen, biochemical, fluorescence polarization, human | inhibition, % at 3.39 µM | recombinant PAFAH1B3, FP-rhodamine probe | 340,000 compounds, 0.28% hits;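 active = inhibition above the screen-wide average of all tested compounds plus 3 SD, cut at about 25% in these data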;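 note: 0% = enzyme with DMSO only and 100% = wells lacking PAFAH1B3 protein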
PAD4 inh – human PAD4 inhibitors, primary screen, biochemical, fluorescence polarization, 1536-well format. Protein-arginine deiminase type-4 (Homo sapiens), Q9UM07. 330,000 compounds, 0.41% hits. AID 485272, 2010. inhibition, % at 6.36 µM. recombinant PAD4, RCA probe fluorescence polarization;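 active = percent inhibition above a cutoff equal to the mean of all tested compounds plus 3 SD, cut at about 15% in these data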;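 note: 0% = PAD4 with RCA probe and DMSO and 100% = probe without PAD4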
Target sequence (Q9UM07 whole entry, looked up): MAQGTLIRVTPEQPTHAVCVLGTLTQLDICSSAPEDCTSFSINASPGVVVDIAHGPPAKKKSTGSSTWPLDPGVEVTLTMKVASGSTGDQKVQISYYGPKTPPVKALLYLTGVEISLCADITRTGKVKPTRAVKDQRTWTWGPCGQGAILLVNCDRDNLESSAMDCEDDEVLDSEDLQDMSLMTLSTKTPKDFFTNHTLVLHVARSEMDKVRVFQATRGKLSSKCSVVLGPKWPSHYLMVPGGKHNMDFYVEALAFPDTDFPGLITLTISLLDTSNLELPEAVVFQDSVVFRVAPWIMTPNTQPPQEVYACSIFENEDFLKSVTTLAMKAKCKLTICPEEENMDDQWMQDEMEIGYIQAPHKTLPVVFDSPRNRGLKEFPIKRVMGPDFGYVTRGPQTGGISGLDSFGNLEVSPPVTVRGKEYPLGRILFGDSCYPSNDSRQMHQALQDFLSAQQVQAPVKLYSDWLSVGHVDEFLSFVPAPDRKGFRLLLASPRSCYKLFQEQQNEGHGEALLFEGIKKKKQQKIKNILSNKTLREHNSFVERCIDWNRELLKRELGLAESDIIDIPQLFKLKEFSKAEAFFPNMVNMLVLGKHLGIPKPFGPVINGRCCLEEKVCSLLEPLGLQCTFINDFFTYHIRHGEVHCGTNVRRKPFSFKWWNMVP
PAFAH2 FP inh – PAFAH2 enzyme inhibitors, primary screen, biochemical, fluorescence polarization, human | Platelet-activating factor acetylhydrolase 2, cytoplasmic (Homo sapiens), Q99487 | recombinant PAFAH2, FP-rhodamine activity probe | inhibition, % at 3.39 µM | 340,000 compounds, 0.99% hits;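 active = inhibition above the mean over all tested compounds plus 3 SD, cut at about 30% in these data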;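 note: inhibitors block probe labeling of enzyme so polarization drops; 0% = enzyme with DMSO and 100% = wells lacking PAFAH2 protein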
LYPLA1 counter – LYPLA1 inhibitors, primary screen, counter-screen for PME1 inhibitor project, biochemical, fluorescence polarization, FP-Rh probe ABPP; 320,000 compounds, 0.16% hits; inhibition, % at 5.9 µM; recombinant LYPLA1; AID 2174, 2009;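 active = inhibition above the mean of all tested compounds plus 3 SD, set per campaign, cut at about 14% in these data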;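 note: inhibitors block serine hydrolase probe labeling of LYPLA1 so polarization falls; 0% = enzyme with DMSO and 100% = wells lacking LYPLA1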
* marks the source's active call; other numbers are inactive results; x = not tested or not shown. Only part of the results is shown; rates above refer to the full screens.

1) Nc1nnnn1/N=C/c1ccccc1OCc1ccccc1
2) Cc1cc2cc(CN(CC3CCCO3)C(=O)c3cnccn3)c(=O)[nH]c2cc1C (stereo not drawn)
3) COc1cc(/C=C/C(=O)OCC(=O)NCc2ccc3c(c2)OCO3)cc(OC)c1OC
4) COc1ccc(C2(C)NC(=O)NC2=O)cc1OC (stereo not drawn)
5) O=C1CCCCCCC1Sc1ccccc1[N+](=O)[O-] (stereo not drawn)
Compound | 1 | 2 | 3 | 4 | 5
PAFAH1B2 inh | 3 | 8 | 2 | 2 | 5
PME-1 primary | -7 | -10 | x | -4 | -2
Fam108B inh | -1 | 1 | x | 3 | 3
GSTO1 counter | -2 | 6 | x | 2 | -3
pPAFAH FP inh | 10 | 5 | 4 | 4 | 0
PAFAH1B3 inh | -4 | 4 | 7 | 4 | 15
PAD4 inh | -2 | -5 | 0 | -2 | 4
PAFAH2 FP inh | -2 | 3 | 23 | -11 | 0
LYPLA1 counter | -4 | 0 | x | 3 | -4

Reprinted from the part before: two entries, followed by the next part.
4) COc1ccc(C2(C)NC(=O)NC2=O)cc1OC (stereo not drawn)
5) O=C1CCCCCCC1Sc1ccccc1[N+](=O)[O-] (stereo not drawn)
6) O=C(NCCN1CCOCC1)c1ccc2c(c1)N(Cc1ccc(Cl)cc1)CCS2
7) CCN(CC(=O)Nc1c(F)cccc1F)C(=O)CCC(=O)c1ccc(F)cc1
8) CN(C)S(=O)(=O)N1CCC(n2nccc2NC(=O)CCCc2ccccc2)CC1
9) Cc1nn(-c2ccccn2)c2c1C(c1ccncc1)C1=C(CC(C)(C)CC1=O)N2 (stereo not drawn)
10) CCNc1ccc(Br)cc(C(=O)/C=C/c2ccccc2Cl)c1=O
Compound | 4 | 5 | 6 | 7 | 8 | 9 | 10
PAFAH1B2 inh | 2 | 5 | 4 | 1 | 5 | 1 | 3
PME-1 primary | -4 | -2 | 14 | -3 | 1 | 2 | 2
Fam108B inh | 3 | 3 | 6 | 1 | -3 | 0 | 7
GSTO1 counter | 2 | -3 | 3 | 5 | 1 | -2 | 30
pPAFAH FP inh | 4 | 0 | 15 | 2 | 7 | 3 | 46*
PAFAH1B3 inh | 4 | 15 | 2 | 1 | 5 | -1 | 9
PAD4 inh | -2 | 4 | 7 | -7 | 0 | 1 | 0
PAFAH2 FP inh | -11 | 0 | 4 | -1 | 3 | 3 | 36*
LYPLA1 counter | 3 | -4 | 0 | -1 | -1 | 1 | -2

11) COc1ccccc1C(=O)Nc1ccc(OCC(=O)N2C(C)CCCC2C)cc1 (stereo not drawn)
12) Cc1ccc(S(=O)(=O)N2CCOCC2)cc1NC(=O)CSc1nnnn1C
13) CCOC(=O)C1=C(C)C/C(=N\NC(=O)c2ccccc2O)CC1
14) COc1ccc(C2CC(c3cccs3)=NN2C(=O)CSC2=NCCS2)cc1 (stereo not drawn)
15) CCN(C(=O)COC(=O)CNC(=O)c1sc2ccccc2c1Cl)C1CCCCC1
Compound | 11 | 12 | 13 | 14 | 15
PAFAH1B2 inh | 1 | 1 | 8 | -3 | 2
PME-1 primary | -2 | 3 | -2 | 7 | 4
Fam108B inh | x | -1 | -3 | 0 | -1
GSTO1 counter | x | 4 | 17 | -1 | 1
pPAFAH FP inh | 0 | 4 | 12 | 5 | 1
PAFAH1B3 inh | 4 | 5 | 9 | 2 | 1
PAD4 inh | -1 | 1 | -1 | 8 | -2
PAFAH2 FP inh | 3 | 3 | 18 | -4 | -2
LYPLA1 counter | -1 | 5 | 1 | 1 | -1

Arranged by SMILES length (falling): part of the list above
9) Cc1nn(-c2ccccn2)c2c1C(c1ccncc1)C1=C(CC(C)(C)CC1=O)N2 (stereo not drawn)
2) Cc1cc2cc(CN(CC3CCCO3)C(=O)c3cnccn3)c(=O)[nH]c2cc1C (stereo not drawn)
8) CN(C)S(=O)(=O)N1CCC(n2nccc2NC(=O)CCCc2ccccc2)CC1
7) CCN(CC(=O)Nc1c(F)cccc1F)C(=O)CCC(=O)c1ccc(F)cc1
11) COc1ccccc1C(=O)Nc1ccc(OCC(=O)N2C(C)CCCC2C)cc1 (stereo not drawn)
14) COc1ccc(C2CC(c3cccs3)=NN2C(=O)CSC2=NCCS2)cc1 (stereo not drawn)
13) CCOC(=O)C1=C(C)C/C(=N\NC(=O)c2ccccc2O)CC1
Compound | 9 | 2 | 8 | 7 | 11 | 14 | 13
PAFAH1B2 inh | 1 | 8 | 5 | 1 | 1 | -3 | 8
PME-1 primary | 2 | -10 | 1 | -3 | -2 | 7 | -2
Fam108B inh | 0 | 1 | -3 | 1 | x | 0 | -3
GSTO1 counter | -2 | 6 | 1 | 5 | x | -1 | 17
pPAFAH FP inh | 3 | 5 | 7 | 2 | 0 | 5 | 12
PAFAH1B3 inh | -1 | 4 | 5 | 1 | 4 | 2 | 9
PAD4 inh | 1 | -5 | 0 | -7 | -1 | 8 | -1
PAFAH2 FP inh | 3 | 3 | 3 | -1 | 3 | -4 | 18
LYPLA1 counter | 1 | 0 | -1 | -1 | -1 | 1 | 1

10) CCNc1ccc(Br)cc(C(=O)/C=C/c2ccccc2Cl)c1=O
5) O=C1CCCCCCC1Sc1ccccc1[N+](=O)[O-] (stereo not drawn)
1) Nc1nnnn1/N=C/c1ccccc1OCc1ccccc1
4) COc1ccc(C2(C)NC(=O)NC2=O)cc1OC (stereo not drawn)
Compound | 10 | 5 | 1 | 4
PAFAH1B2 inh | 3 | 5 | 3 | 2
PME-1 primary | 2 | -2 | -7 | -4
Fam108B inh | 7 | 3 | -1 | 3
GSTO1 counter | 30 | -3 | -2 | 2
pPAFAH FP inh | 46* | 0 | 10 | 4
PAFAH1B3 inh | 9 | 15 | -4 | 4
PAD4 inh | 0 | 4 | -2 | -2
PAFAH2 FP inh | 36* | 0 | -2 | -11
LYPLA1 counter | -2 | -4 | -4 | 3

Next entries follow.
16) CC(C)CCOc1ccc(C(=O)C[N+]2(C)CCOCC2)cc1
17) Cn1c(=O)c2c(nc(N3CCCC3)n2C)n(C)c1=O
18) CC(NC(=O)CN(Cc1ccccc1)S(=O)(=O)c1ccccc1)c1cccnc1 (stereo not drawn)
19) Cc1ccc(C(=O)Nc2ccc(SC(F)F)cc2)s1
20) Nc1nc(SCC(=O)N2CCCCCC2)[nH]c(=O)c1NC(=O)c1ccco1
Compound | 16 | 17 | 18 | 19 | 20
PAFAH1B2 inh | 3 | -3 | -6 | -1 | 10
PME-1 primary | 1 | 9 | -3 | -16 | 0
Fam108B inh | 0 | -1 | x | -1 | 2
GSTO1 counter | 7 | 2 | x | -6 | -1
pPAFAH FP inh | 1 | 3 | 1 | -1 | -8
PAFAH1B3 inh | -1 | 1 | 0 | 8 | -3
PAD4 inh | -1 | 0 | -5 | -5 | -2
PAFAH2 FP inh | -4 | 2 | -4 | -11 | 0
LYPLA1 counter | 1 | 6 | 2 | -5 | 1

21) Cc1nc(SCC(=O)N2CCN(c3ccccn3)CC2)c(C#N)c(C)c1C
22) Cc1ccc(-c2noc(CCC(=O)NCc3ccccc3CN3CCOCC3)n2)cc1
23) CCOC(=O)N1CCC2(CC1)C(C#N)=C(N)OC1=C2C(=O)CC(C)(C)C1
24) COc1ccc(CC(=O)NCc2nn(-c3ccccc3)nc2C)cc1OC
25) Nc1nc(-c2cccnc2)nn1C(=O)CCc1ccccc1
26) Cc1c(Cl)cccc1NC(=O)CS(=O)(=O)c1ccccc1
27) COc1ccc(N(C(C)=O)C2C=CS(=O)(=O)C2)c(OC)c1 (stereo not drawn)
Compound | 21 | 22 | 23 | 24 | 25 | 26 | 27
PAFAH1B2 inh | 0 | -2 | -8 | 4 | 5 | 0 | -2
PME-1 primary | x | 2 | 3 | 2 | -2 | -12 | 3
Fam108B inh | x | x | 3 | 1 | 1 | -1 | 1
GSTO1 counter | x | x | 8 | -7 | 5 | 16 | 4
pPAFAH FP inh | 0 | 2 | 5 | 1 | 0 | -1 | 3
PAFAH1B3 inh | 11 | 3 | -3 | 6 | 1 | 11 | 0
PAD4 inh | 0 | 11 | 2 | 4 | 1 | -4 | -3
PAFAH2 FP inh | 4 | -8 | -2 | -3 | 5 | 4 | 2
LYPLA1 counter | x | 0 | -3 | 2 | 5 | -1 | -3

Screens deposited in PubChem BioAssay by The Scripps Research Institute Molecular Screening Center.
